# CBFb RUNX1 block = inhibitors of human CBF-beta and RUNX1 interaction; Q01196+Q13951; AlphaScreen CBFb-His/RUNX1-biotin binding, biochemical; Potency, µM (top dose mostly 59.8 µM), for the others: at the highest dose activity, negative = inhibition, usual class: inhibitors; 230,000 tested, under 10 active; AID 1477; further: % of control where 0% means no effect
#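 His-tagged CBF-beta and biotinylated RUNX1 (30 nM each) were premixed 20 min at room temperature, exposed to compound for 15 min, then given nickel-chelate and streptavidin AlphaScreen beads (50 ng each). After 90 min, AlphaScreen signal was read.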
# HttQ103 aggreg = mutant huntingtin aggregation inhibition. PC12 HttQ103-GFP aggregates, Acumen cytometry, 40 h. Potency, µM (highest dose often 46.1 µM), for inactives: at the top dose activity change, negative = inhibition, actives largely listed as inhibitors. actives 1.1% (n = 220,000). AID 1688; further: potency means the concentration at half of the fitted maximal effect; on the % scale 0 is the no-effect control and ±100 the full control effect; nearly all actives have a fitted effect of over 60% in size
#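 Steps: seed 1500 PC12 HTTQ103-GFP cells/well; add tebufenozide, 100 nM final; add compound titration; add ATPLite reagent; quantify GFP aggregates by laser scanning cytometry.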
# Epigenetic reg = regulators of epigenetic silencing causing reporter derepression in mouse cells; Potency, µM (doses to about 53.9 µM), without a hit: top-dose GFP activation, usual class: activators; actives 0.2% (n = 280,000); murine LDR cells, GFP reporter derepression, 30 h; further: potency means the concentration at half of the fitted maximal effect; % of control where 0% means no effect; nearly all actives have a fitted effect of over 60% in size
#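 Reporter derepression read as number of fluorescent GFP-positive objects, 20-120 um in size, counted by laser-scanning cytometer. Mouse LDR line with an epigenetically silenced CMV-GFP locus; compound incubation 30 h, 37 C.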
# NPSR antag = neuropeptide S receptor (human) antagonism, cAMP; Q6W5P4; CHO-NPSR cells, cAMP TR-FRET, antagonist mode; actives 1% (n = 220,000); Potency, µM (doses to about 38.3 µM), for the others: at the highest dose activity change, negative = inhibition, hits mostly inhibitors; further: potency means the concentration at half of the fitted maximal effect; on the % scale 0 is the no-effect control and ±100 the full control effect; nearly all actives have a fitted effect of over 50% in size; many of its hits are not listed in these tables
# L3MBTL1 inh = blocks human L3MBTL1; Q9Y468; AlphaScreen L3MBTL1–H3K9me1 peptide binding; Potency, µM (highest dose often 57.1 µM), without a hit: at the top dose activity, negative = inhibition, actives largely listed as inhibitors; actives 0.66% (n = 230,000); further: potency means the concentration at half of the fitted maximal effect; on the % scale 0 is the no-effect control and ±100 the full control effect; nearly all actives have a fitted effect of over 60% in size
# Target sequence (Q9Y468 whole entry, looked up): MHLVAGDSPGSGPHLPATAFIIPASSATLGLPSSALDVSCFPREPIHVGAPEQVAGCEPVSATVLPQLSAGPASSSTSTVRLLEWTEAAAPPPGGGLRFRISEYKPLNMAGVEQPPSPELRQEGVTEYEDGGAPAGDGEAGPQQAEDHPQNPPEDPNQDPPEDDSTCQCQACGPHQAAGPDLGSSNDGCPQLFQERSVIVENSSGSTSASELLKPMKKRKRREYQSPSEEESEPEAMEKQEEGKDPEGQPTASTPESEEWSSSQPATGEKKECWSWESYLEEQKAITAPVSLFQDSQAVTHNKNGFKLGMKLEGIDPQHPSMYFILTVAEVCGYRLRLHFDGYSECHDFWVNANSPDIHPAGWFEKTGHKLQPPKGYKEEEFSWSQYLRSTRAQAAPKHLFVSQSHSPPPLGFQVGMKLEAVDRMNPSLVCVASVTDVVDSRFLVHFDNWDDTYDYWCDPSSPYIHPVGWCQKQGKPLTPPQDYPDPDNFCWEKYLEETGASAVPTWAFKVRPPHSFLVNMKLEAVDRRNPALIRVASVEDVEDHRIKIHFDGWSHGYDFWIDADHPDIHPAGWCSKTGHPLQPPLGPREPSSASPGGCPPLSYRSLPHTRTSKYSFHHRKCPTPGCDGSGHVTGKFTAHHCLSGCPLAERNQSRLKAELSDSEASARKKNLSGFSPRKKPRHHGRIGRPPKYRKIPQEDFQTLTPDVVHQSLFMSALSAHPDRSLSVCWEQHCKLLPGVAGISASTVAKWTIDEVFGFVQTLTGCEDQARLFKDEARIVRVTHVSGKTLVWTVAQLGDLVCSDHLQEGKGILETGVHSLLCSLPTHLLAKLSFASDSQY
#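 L3MBTL1 50 nM + b-AHA-H3(1-15)K9me1 75 nM, 30 min RT; compound added, 30 min RT; streptavidin donor/Ni-chelate acceptor beads 10 ug/mL each final, 30 min RT dark; AlphaScreen read.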
# Luc counter = counter-screen: inhibitors of Kinase-Glo firefly luciferase; actives 0.28% (n = 200,000); Q27757; Kinase-Glo luciferase, ATP luminescence, 8 min; AID 1379; Potency, µM (doses to about 38.3 µM), for inactives: at the top dose activity change, negative = inhibition, most hits filed as inhibitors; further: potency means the concentration at half of the fitted maximal effect; on the % scale 0 is the no-effect control and ±100 the full control effect; nearly all actives have a fitted effect of over 60% in size
#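 Kinase-Glo luciferase light output from ATP and luciferin was measured with 10 uM ATP, within the enzyme's linear range. Buffer: 50 mM imidazole pH 7.2, 50 mM KCl, 7 mM MgCl2, 0.01% Tween 20, 0.05% BSA; luminescence read after 8 min at ambient temperature.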
# IMPase Li inh = IMPase inhibition in cells with lithium potentiation | CHO-M1 cells, IP1 TR-FRET (IP-One), carbachol + lithium | Potency, µM (top dose mostly 59.4 µM), for the others: top-dose activity, negative = IMPase inhibition, hits mostly inhibitors | actives 0.35% (n = 210,000) | AID 1457;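 further: IP1 builds up when IMPase is blocked and the TR-FRET signal falls; potency means the concentration at half of the fitted maximal effect; plate controls were basal vehicle for no effect and high inhibitor control for full effect; nearly all actives have a fitted effect of over 50% in size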
#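 Readout is a homogeneous TR-FRET IP1 immunoassay (Ex 320, Em 665 and 620), where raised cytosolic IP1 lowers signal. Cells were CHO-M1 treated 30 min at 37C with test compounds plus a little lithium; AC50 values came from Hill-equation fitting.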
# Numbers without * were called inactive; u = inconclusive; x = not tested or not shown; & = joins results of further samples; [ ] = another dose, or the depositor's remark. The call rests on the fitted dose curve; in most records, active means well fitted curve in the direction sought with a large enough effect; inconclusive means small, poorly fitted or top-dose-only effect, or another doubt; inactive means no such curve, though single readings can be large; an effect the other way counts as inactive or inconclusive. These rows are one share of the data; rates above refer to the full screens.
no.	Molecule	Luc counter	L3MBTL1 inh	IMPase Li inh	Epigenetic reg	HttQ103 aggreg	CBFb RUNX1 block	NPSR antag
1	O=C(c1ccc(Br)o1)N1CCN(c2ccccc2F)CC1	0%	-7%	22%[38.3 µM]	u	-11%	1%	2%[46.1 µM]
2	COc1ccc(/C=N/NS(=O)(=O)c2ccc(C)cc2)cc1OC(=O)c1ccccc1	-3%	x	-15%[38.3 µM]	-1.6%	u	-9%	-34%[46.1 µM]
3	Cc1cccc(/C=N/c2sc3c(c2C(=O)OC(C)(C)C)CCN(C)C3)c1O	3%	-29%	1%	0.0%	-9%	6%	-13%[46.1 µM]
4	CC1CCCCN1C(=O)COC(=O)/C=C/c1ccc2ccccc2n1 (stereo unspecified)	-3%	x	-5%	2.5%	1%	-3%	18%
5	CNS(=O)(=O)c1cccc(C(=O)Nc2cccnc2)c1	-5%	x	29%[38.3 µM]	-2.0%	0%	3%	-3%[46.1 µM]
6	CCCCCC(=O)Nc1ccc(Cl)cn1	-4%	36%[activator]	-8%[38.3 µM]	0.0%	-16%	0%	-10%[46.1 µM]
7	COc1cccc(CN2CC(O)=C(c3nc(-c4ccc(Cl)cc4)cs3)C2=N)c1	-3%	x	5.6µM*	0.6%	13%	-2%	-29%[46.1 µM]
8	Cn1cc(/C=C(\C#N)C(=O)Nc2ncc(Cc3ccc(Cl)cc3)s2)c2ccccc21	-3%	0%	-10%	3.9%	13%	11%	8%
9	Cc1oc(-c2ccc(Cl)cc2)nc1CN1CCCC(C(=O)N2CCN(C(=O)c3ccco3)CC2)C1 (stereo unspecified)	2%	x	1%[38.3 µM]	-0.2%	u	-1%	-7%[46.1 µM]
10	Cc1ccc(NC(=O)c2cc(N3C(=O)C4CCCCC4C3=O)ccc2N2CCOCC2)cc1 (stereo unspecified)	-2%	2%	14%	0.0%	-4%[9.22 µM]	4%	1%
11	COc1ccsc1C(=O)Nc1ccc(F)cc1F	-3%	x	-5%	-0.1%	18%	8%	-15%
12	CC(C)CCSc1nc2c(c(=O)[nH]c(=O)n2C)n1CCc1ccccc1	0%	-10%	12%	1.0%	-25%	-1%	-5%[46.1 µM]
13	CC(=O)c1c(N2CCN(C)CC2)[nH]c(-c2ccccc2)nc1=S	0%	-4%	-9%[38.3 µM]	1.7%	-2%	-9%	-6%[46.1 µM]
14	O=C(O)CC/C(=N/Nc1ccc([N+](=O)[O-])cc1)C(=O)O	x	4%	x	2.4%	-3%[9.22 µM]	11%	52%
15	Cc1ccc(NC(=O)CCSc2nnnn2-c2ccc3c(c2)OCO3)cc1C	2%	-5%	-10%[38.3 µM]	0.0%	14%	6%	-18%[46.1 µM]
16	CCN(CC)S(=O)(=O)c1cc([N+](=O)[O-])ccc1N=Nc1c(O)n(C)c2ccccc12	1%	4%	-2%	1.0%	28%	5%	3%
17	O=C(O)CCCCCNS(=O)(=O)/C=C/c1ccccc1	4%	7%	-1%	-2.6%	-7%[9.22 µM]	2%	7%
18	CCOC(=O)c1c(NC(=O)CN2C(=O)NC(C)(c3ccccc3)C2=O)sc(C)c1C (stereo unspecified)	-2%	-6%	7%	-1.0%	-9%	2%	-3%
19	O=C(Oc1ccc(-c2cnc3ccccc3n2)cc1)c1cccc([N+](=O)[O-])c1	-4%	-2%	8%	-2.0%	-13%	0%	-8%[46.1 µM]
20	CN(C)/C=C/C(=O)c1c(F)cccc1F	x	x	x	1.5%	-10%[9.22 µM]	-1%	20%
21	CCCCNC(=O)Nc1c(C(=O)OC)[nH]c2ccc(C)cc12	-5%	x	40%[activator][38.3 µM]	-10%	-15%	-2%	-13%[46.1 µM]
22	Cc1ccc(N=Cc2cc(C)n(C3CCCC3)c2C)cc1	1%	1%	-11%[38.3 µM]	-0.2%	-12%	-8%	-11%[46.1 µM]
23	COc1cc(/C=C(\C#N)c2ccccn2)ccc1OCC(=O)Nc1cccc(C(F)(F)F)c1	0%	2%	-3%	1.8%	0%	-10%	-9%
24	COc1ccc(NC(=O)Cn2nnc(-c3ccc(CN4CCOCC4)cc3)n2)c(OC)c1	12%	-4%	-8%[38.3 µM]	0.7%	-9%	-5%	-17%[46.1 µM]
25	CC(=O)Nc1ccc(SC[C@H](Cc2ccccc2)N2CCN(CC(C)C)CCC2=O)cc1	x	x	x	-4.8%	-42%[9.22 µM]	12%	6%
26	CCOC(=O)CC1C(C(=O)OCC)ON2OC(C(=O)OC)C(C(=O)OCC)C12 (stereo unspecified)	-3%	x	19%[38.3 µM]	-0.1%	-5%	0%	3%[46.1 µM]
27	O=C(C[n+]1ccc(/C=N/O)cc1)N1CCCCC1	x	13%	x	7.3%	11%[9.22 µM]	13%	14%
28	N#Cc1c(NC(=O)CSc2ncnc3sccc23)oc(-c2ccco2)c1-c1ccco1	-6%	13µM*	-16%[38.3 µM]	-1.3%	13%	u	-11%[46.1 µM]
29	COCC(=O)N=Nc1c(O)[nH]c2ccccc12	-6%	-17%	-3%	0.0%	-11%	-6%	22%
30	CCOC(=O)/C(C#N)=C/c1c(Oc2cccc(C)c2)nc2c(C)cccn2c1=O	2%	1%	-2%	-0.1%	17%	0%	13%
31	Nn1c(SCc2cccc(Oc3ccccc3)c2)nnc1C(F)(F)F	1%	-2%	-3%	0.2%	3%	14%	6%
32	N#CCCSc1ncnc2c1oc1ccccc12	2%	15%	11µM*	-1.6%	u	-1%	u
33	CCCCn1c(SCC(=O)NC(C)(C)C)nnc1-c1ccco1	-2%	8%	-5%[38.3 µM]	0.0%	16%	3%	-8%[46.1 µM]
34	CNC(=O)NC(=O)CSc1ccc(NC(C)=O)cc1	-3%	4%	-1%[38.3 µM]	6.4%	13%	1%	-6%[46.1 µM]
35	O=c1cc(NS(=O)(=O)c2ccccc2)nc(SCc2c(Cl)cccc2Cl)[nH]1	0%	1%	5%	1.3%	-3%	-1%	-18%[46.1 µM]
36	COc1ccc(NC(=O)Nc2c(C)noc2-c2ccccc2)cc1	x	4%	x	5.4%	-11%[9.22 µM]	0%	-1%
37	Cn1ccnc1	0%	x	3%	2.3%	x	-1%	-9%[46.1 µM]
38	O=C(NN1C(=O)C2C3c4ccccc4C(c4ccccc43)C2C1=O)C1CC1 (stereo unspecified)	2%	5%	1%	-4.7%	14%[9.22 µM]	1%	5%
39	CC(C)CCN1CCN(Cc2cnc(N3CCCC3)s2)CC1CCO (stereo unspecified)	x	5%	x	-0.2%	2%	-2%	-23%
40	O=C(Cc1ccccc1)N/N=C/c1ccc[nH]1	x	x	x	-1.0%	-18%[9.22 µM]	16%	1%
41	O=C(Nc1ccc2c(c1)OCO2)c1cnccn1	-25%	x	4%	-0.1%	-8%	8%	12%
42	CC(N)=Nc1ccc([N+](=O)[O-])cc1	-1%	4%	-4%	-1.2%	6%	3%	9%
43	CCOCCCNC(=O)c1c(N)n(-c2ccc3c(c2)OCO3)c2nc3ccccc3nc12	x	17%	x	-1.0%	5%[9.22 µM]	4%	-57%
44	COc1ccc(-n2cnc(N)c2C(=O)c2cccc([N+](=O)[O-])c2)cc1	-2%	0%	9%	3.2%	8.9µM*	9%	5%
45	Cc1cc(Nc2cccc(C)c2C)n2nc(C)nc2n1	3%	29%	0%	-2.9%	15%	-9%[2.36 µM]	24%
46	CCC1CCCCN1CCn1c(=S)[nH]c2cc(OC)c(OC)cc2c1=O (stereo unspecified)	-2%	3%	23%[38.3 µM]	-0.3%	-4%	-2%	-9%[46.1 µM]
47	O=C(CCC(=O)NC1CC1)Nc1nnc(C2CCCCC2)s1	0%	6%	-1%[38.3 µM]	3.1%	7%	6%	8%[46.1 µM]
48	O=C(NC1CCCCCC1)c1cc(S(=O)(=O)N2CCC3(CC2)OCCO3)ccc1F	-2%	0%	7%	8.2%	-23%	6%	-2%[46.1 µM]
49	O=c1nc2ccccc2c2n1CC(CN1CCN(c3ccccc3)CC1)N2 (stereo unspecified)	x	x	-6%	1.1%	x	14%	x
50	CCOC(=O)CCCc1sc(N)nc1-c1[nH]c(=O)[nH]c1C	-2%	-91%	-5%[38.3 µM]	-1.0%	-21%	-12%	-15%[46.1 µM]
51	C=CCOc1c(Br)cc(CNn2nnnc2N)cc1OC	1%	5%[11.4 µM]	14%[38.3 µM]	-2.1%	-13%	-1%	5%[46.1 µM]
52	O=C1c2ccccc2N(Cc2ccc(Cl)cc2)C2=NCCN12	-1%	-1%	2%	0.0%	3%	-8%	4%
53	CCNc1nc(Oc2ccc(=O)[nH]n2)nc(N2CCOCC2)n1	2%	x	5%[38.3 µM]	-1.5%	-4%[9.22 µM]	-1%	-4%[46.1 µM]
54	CS(=O)(=O)c1ncc(Cl)c(C(=O)Nc2ccc3ccccc3c2)n1	-1%	0%	20%	-2.3%	u	-10%	10µM*
55	CCOC(=O)CC(NC(=O)Cn1nnc(-c2ccccc2F)n1)c1ccc(OC)cc1 (stereo unspecified)	-4%	x	-3%	0.9%	-20%	8%	0%
56	COC(=O)c1nn(-c2ccc(C)cc2)ccc1=O	1%	0%[11.4 µM]	-2%	-0.1%	4%	5%	8%
57	Nc1nc(Nc2ccccc2Br)nc(C(F)(F)F)n1	-1%	0%	13%[38.3 µM]	-0.8%	-5%	11%	6%[46.1 µM]
58	CC(=O)N1CCN(Cc2nc3cc(NC(=O)c4ccc(F)cc4)ccc3n2C)CC1	-1%	-5%	6%	0.0%	x	1%	-6%
59	Cc1[nH]c2ccccc2c1/C=N/Nc1ccc(F)cc1F	-1%	-3%	6%	0.0%	7%	-12%	0%
60	CCOC(=O)c1ccc(NC(=O)CC2NCCNC2=O)cc1 (stereo unspecified)	-1%	3%	u	0.0%&0.1%	-3%	-1%	5%[46.1 µM]
61	CCOc1ccc(N=C2NC(=O)C(CC(=O)Nc3ccccc3)S2)cc1 (stereo unspecified)	-1%	x	-13%	2.4%	-7%	-1%	-39%
62	CCOc1ccc(NC(=S)N/N=C(\C)Cc2ccc(OC)cc2)cc1	-4%	-8%	-1%	-1.1%	-2%	-10%	11%
63	COc1ccc(C(=O)NCc2ccccc2OC)cc1	-2%	-13%	-5%	0.0%	-4%	3%	6%[46.1 µM]

# High-throughput results from PubChem.
